# D1 antagonist = blocks dopamine activation of the human D1 receptor; P21728; HEK293 TREx D1 cells, calcium flux, dopamine EC80; active compounds read low; activity change, negative = inhibition, % at 10 µM; actives 3.2% (n = 360,000); AID 504652; in the data active = activity change below about -30%; also: % is scaled to controls: 0 for no effect and ±100 for the full control effect
# Target sequence (P21728 whole entry, looked up): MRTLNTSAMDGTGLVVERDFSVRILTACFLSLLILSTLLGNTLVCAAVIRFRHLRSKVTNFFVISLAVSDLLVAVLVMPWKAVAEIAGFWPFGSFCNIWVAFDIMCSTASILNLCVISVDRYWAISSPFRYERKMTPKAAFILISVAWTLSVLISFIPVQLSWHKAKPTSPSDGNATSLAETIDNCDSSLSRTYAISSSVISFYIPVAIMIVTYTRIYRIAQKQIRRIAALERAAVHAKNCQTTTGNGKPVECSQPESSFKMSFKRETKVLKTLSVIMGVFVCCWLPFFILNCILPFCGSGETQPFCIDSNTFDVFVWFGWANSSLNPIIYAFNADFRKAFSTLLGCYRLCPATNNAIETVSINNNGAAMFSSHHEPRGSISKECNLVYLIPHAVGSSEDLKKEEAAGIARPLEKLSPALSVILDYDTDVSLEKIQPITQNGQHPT
#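 Inducible Hek293 Trex D1 cells (tetracycline, overnight, 30 C). Calcium dye 30–90 min RT. Antagonist mode: EC80 dopamine added after 180 s compound read.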
# RXFP1 ag = agonists of human relaxin receptor RXFP1. Q9HBX9. HEK293T-RXFP1 cAMP TR-FRET, 30 min; response scale: percent of porcine relaxin response, buffer zero. Potency, µM (highest dose often 57.5 µM), for inactives: at the highest dose activation, actives largely listed as activators. actives 0.3% (n = 370,000). AID 2676; also: potency is read from the fitted curve at half-maximal effect; % is scaled to controls: 0 for no effect and ±100 for the full control effect; nearly all actives have a fitted effect of over 60% in size; many of its hits are not listed in these tables
#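 HEK293 cells stably expressing RXFP1, treated 30 min at 37C with compounds plus PDE4 inhibitor Ro 20174; cAMP measured by HTRF TR-FRET. Normalized to buffer and 29 nM porcine relaxin; EC50 by Hill fit.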
# Vif-APOBEC3G blk = inhibitors of Vif-APOBEC3G interaction | HeLa A3G-eYFP + Vif (tagged APOBEC3G with the HIV-1 protein that degrades it), YFP fluorescence, overnight | Potency, µM (top dose mostly 46.1 µM), inactives show at the top dose activity, negative = active, hits mostly inhibitors | actives 0.076% (n = 410,000) | AID 602310;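 also: potency is read from the fitted curve at half-maximal effect; % is scaled to controls: 0 for no effect and ±100 for the full control effect; nearly all actives have a fitted effect of over 60% in size; hits raise eYFP signal because A3G escapes Vif-driven loss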
#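 HeLa cells stably expressing Vif and C-terminally eYFP-tagged A3G, seeded overnight at 37 deg C, then exposed to compound by pintool overnight at 37 deg C. Rise in yellow fluorescence (Ex 488/Em 500-530, Acumen) marks blocked Vif-driven A3G degradation.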
# GRP78 ERSR act = ER stress response induction in glioma | Potency, µM, inactives show at the highest dose activation, actives largely listed as activators | U87-MG GRP78 promoter luciferase reporter, 16 h | actives 0.02% (n = 420,000); also: potency is read from the fitted curve at half-maximal effect; series mostly up to about 76 µM; % of control where 0% means no effect; nearly all actives have a fitted effect of over 35% in size
#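 Stably transfected U87-MG glioma cells carrying a GRP78-based luciferase sensor; 16 h compound incubation. Luminescence end-point read 10 min after Bright-Glo addition at room temperature.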
# D1 PAM = potentiators of human D1 dopamine receptor | AID 504651 | HEK293 TREx D1 cells, calcium flux, dopamine EC20 potentiation | P21728 | actives 0.036% (n = 360,000) | potentiation, % at 10 µM; in the data active = potentiation above about 30%; also: 0% is about no effect
# D2 potentiator = positive allosteric modulators of human D2 dopamine receptor; HEK293 T-REx D2, calcium flux, EC20 dopamine potentiation; potentiation, % at 10 µM; AID 485347; P14416; actives 0.34% (n = 340,000);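 active = potentiation over 3 SD above the plate norm, cut at about 30% in these data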; also: 0% is about no effect
# Target sequence (P14416 whole entry, looked up): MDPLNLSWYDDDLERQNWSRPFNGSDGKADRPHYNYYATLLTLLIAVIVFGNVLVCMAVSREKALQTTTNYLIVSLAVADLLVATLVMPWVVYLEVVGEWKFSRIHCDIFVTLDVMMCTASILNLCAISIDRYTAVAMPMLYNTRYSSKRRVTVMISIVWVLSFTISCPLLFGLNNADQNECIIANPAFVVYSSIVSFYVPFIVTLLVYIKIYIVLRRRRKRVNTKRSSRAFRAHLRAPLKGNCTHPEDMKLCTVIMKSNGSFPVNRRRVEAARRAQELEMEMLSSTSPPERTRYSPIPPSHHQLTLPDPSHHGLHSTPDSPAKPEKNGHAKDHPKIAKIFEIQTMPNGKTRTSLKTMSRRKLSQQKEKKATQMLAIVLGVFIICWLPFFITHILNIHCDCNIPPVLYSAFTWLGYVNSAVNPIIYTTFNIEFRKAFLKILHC
#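 Tetracycline-induced HEK293 T-REx cells force-coupled to calcium signalling expressed D2; compounds were pin-added after a 10 s baseline, read kinetically 180 s, then an EC20 dopamine challenge followed with a further 180 s calcium read.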
# Vif-A3F inh = Vif-A3F binding inhibition. HeLa A3F-eYFP + Vif (tagged APOBEC3F with the HIV-1 protein that degrades it), YFP fluorescence increase. Potency, µM (highest dose often 46.1 µM), for the others: at the highest dose activity, negative = active. actives 0.2% (n = 390,000). AID 602313; also: potency is read from the fitted curve at half-maximal effect; % of control where 0% means no effect; nearly all actives have a fitted effect of over 65% in size
#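 Fluorescence increase (Ex 488/Em 500-530) after overnight compound treatment at 37 deg C flags inhibition of Vif-driven A3F-eYFP loss in stable HeLa A3F-eYFP/Vif cells seeded overnight beforehand.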
# RXFP1 antag = RXFP1 (human) relaxin receptor antagonism; Q9HBX9; HEK293-RXFP1, relaxin-stimulated cAMP HTRF, 30 min; active compounds read low; activity change, negative = inhibition, % at 57.5 µM; actives 0.59% (n = 350,000);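 active = activity change of -60% or lower, but not beyond a set lower limit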; also: % is scaled to controls: 0 for no effect and ±100 for the full control effect
# D1 agonist = agonists of human D1 dopamine receptor; P21728; HEK293 T-REx D1 cells, calcium flux, agonist mode; activation, % at 2 µM; actives 1% (n = 360,000); in the data active = activation above about 30%; also: 0% is about no effect
#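 Inducible HEK293 T-REx D1 cells, force-coupled to calcium signalling, were plated at 4000 cells/well with tetracycline and held overnight at 30 C. After no-wash calcium dye loading, compound-evoked calcium rise over 180 s flagged agonists.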
# Numbers without * were called inactive; · = no result given. Unless noted, calls follow the shape of the dose curve; as a rule, active = well fitted curve in the direction sought with a large enough effect; inconclusive = small, poorly fitted or top-dose-only effect, or another doubt; inactive = no such curve, though single readings can be large; an effect the other way counts as inactive or inconclusive. The list is partial (hit frequency here may not be typical).
SMILES,D1 antagonist,RXFP1 ag,Vif-APOBEC3G blk,GRP78 ERSR act,D1 PAM,D2 potentiator,Vif-A3F inh,RXFP1 antag,D1 agonist
Cc1cccc2c1nc(-c1ccccc1)n1nnnc21,-4,-0.6%,-2%,1%,-2,-3,-11%,1,3
COc1ccc(OC)c(S(=O)(=O)Nc2cccc(C(C)=O)c2)c1,-22,-0.8%,-4%,-5%,-8,4,-10%,-12,4
Cc1nn(-c2ccccc2)c2[nH]c(=O)c(CNc3ccc4c(c3)OCCO4)cc12,4,-1.5%,1%,-10%,5,·,-4%,-11,0
NC(=O)c1ccc(NC(=O)CSc2nnc(C3CC3)n2C2CC2)cc1,·,·,0%,-3%,·,·,1%,-6,·
CCc1ccc(NC(=O)C2CCN(c3cc(C)nc4c(-c5ccc(Cl)cc5)c(C)nn34)CC2)cc1,7,2.6%,-6%,-3%,-3,11,1%,·,0
COC(=O)C1=C(N)Oc2cc(C)oc(=O)c2C1c1cccnc1 (stereo not drawn),-7,2.1%,0%,-2%,-1,29,-10%,11,2
COc1ccc(NC(=O)C2CCN(S(=O)(=O)c3cn(C)nc3C)CC2)cc1,-23,-2.1%,-7%,0%,4,·,14%,2,2
C=C(C)C1CC=C(C)/C(=N\NC(=O)CCc2ccccc2)C1 (stereo not drawn),17,-0.3%,0%,-4%,4,4,-9%,0,3
Cc1ccc(-c2noc(CN(C(=O)C(c3ccccc3)c3ccccc3)C(C)C)n2)cc1,-3,1.1%,-1%,1%,-4,·,6%,-12,3
Cc1cc(Cl)ccc1NC(=S)NCCC(c1ccccc1)c1ccccc1,-23,-0.4%,2%,-9%,-5,-14,6%,-4,5
Nc1nc(Nc2ccccc2)n[nH]1,-6,7.2%,-6%,1%,0,14,-2%,-6,3
CN(CC(=O)Nc1c(Cl)cccc1Cl)C(=O)Cc1ccc(S(=O)(=O)N2CCOCC2)s1,-28,-0.2%,-4%,-5%,-7,-1,3%,-6,1
CCN(Cc1cccc(F)c1)C(=O)c1ccc2ccccc2n1,9,3.1%,0%,5%,1,-9,-8%,-9,-2
CN(C)c1oc(-c2ccc(Cl)cc2)nc1S(=O)(=O)c1ccccc1,3,-0.2%,1%,-3%,-1,16,-12%,·,0
COc1ccc(/C=N/NC(=O)c2nnn(-c3nonc3N)c2-c2cccs2)cc1OC,-12,0.1%,-9%,-2%,0,4,-10%,-5,5
CCCCN1C(=O)CC(Sc2ccccc2C(=O)O)C1=O (stereo not drawn),-18,3.4%,1%,-4%,-11,2,-1%,8,2
CC(C)CCNC(=O)C1CCC(CNS(=O)(=O)c2ccc(Cl)cc2)CC1 (stereo not drawn),-10,0.8%,-9%,-4%,2,4,7%,-12,4
O=C1CN(C(=O)COC(=O)CCC(=O)c2ccc3c(c2)OCCO3)c2ccccc2N1,4,0.3%,-1%,3%,1,-15,-10%,1,-1
CCOC(=O)c1c(C)[nH]c(C(=O)/C(C#N)=C/c2ccc(OCC)cc2)c1C,-8,-2.4%,-22%,-3%,-4,17,-19%,1,0
CCCn1c(CN2CCN(C(=O)OCC)CC2)nc2c1c(=O)n(C)c(=O)n2C,-5,22%,1%,-2%,6,-5,2%,2,0
CCc1cc(=O)oc2cc(OC3CCCCC3=O)ccc12 (stereo not drawn),-2,3.8%,3%,2%,0,6,0%,-3,0
CCc1cc(CNC(=O)CC2C(=O)NCCN2CC2CCCCC2)on1 (stereo not drawn),5,3.5%,1%,0%,-1,-2,-2%,-12,1
Cc1ccc(C)c(CN2C(=O)c3ccccc3S(=O)c3ccc(C(=O)N4CCOCC4)cc32)c1 (stereo not drawn),1,-1.7%,3%,-1%,-3,1,-2%,·,2
CCOc1ccc(-n2c(CCc3ccccc3)n[nH]c2=S)cc1,8,-0.9%,3%,-2%,0,5,9%,-13,2
CCOC(=O)/C(N=Nc1ccc2c(c1)OCO2)=C(\C)O,-19,3.2%,-2%,-2%,20,119*,-1%,-11,0
CCCCn1c(N)c(N(CC(C)C)C(=O)C2CC(=O)N(CCc3ccccc3)C2)c(=O)[nH]c1=O (stereo not drawn),17,-0.3%,1%,-4%,0,0,2%,-7,2
CCN(CC(=O)Nc1ccc(N2CCOCC2)cc1)C(=O)c1ccc(C#N)cc1,12,-3.5%,-1%,13%,1,3,12%,2,5
CCOC(=O)c1ccc(NC(=O)c2cn(-c3ccccc3)nc2-c2ccc(Br)cc2)cc1,-5,-0.5%,4%,0%,7,-4,3%,·,2
CCN(CC)CC#CCC(C)(c1ccccc1)c1ccccc1,4,-1.0%,4%,1%,0,-22,-5%,5,8
Cc1cc(N2CCN(S(=O)(=O)c3ccccc3)CC2)c2ccccc2n1,-35*,1.0%,1%,-2%,-3,-5,-3%,-23,11
CN(Cc1ccc(F)cc1)C(=O)c1cccc(OC2CCN(C3CCCC3)CC2)c1,4,0.4%,-5%,-3%,-1,-11,0%,4,4
COC(=O)c1c(C)[nH]c(C)c1-c1ccc([N+](=O)[O-])cc1,-28,2.2%,2%,-3%,-4,3,-3%,9,7
Cc1ccc(C(=O)N2CCC(C(=O)NC3CCCC3)CC2)cc1,1,-1.5%,1%,-1%,1,24,0%,-2,0
Cc1cc(C)n(-c2ccc(C(F)(F)F)cc2[N+](=O)[O-])n1,-2,0.7%,1%,-1%,-1,·,-6%,-16,0
Cc1ccc(NC(=O)CSc2nnc(C3CC3)n2CC2CCCO2)cc1C (stereo not drawn),5,2.8%,-1%,10%,-8,14,5%,0,0
C=CCn1c(SCC(=O)Nc2cc(C)on2)nc2sc(CC)cc2c1=O,-42*,4.3%,-9%,-3%,-3,18,7%,-15,-3
CCN1CCN(CCOc2cccc(Cl)c2Cl)CC1,0,0.8%,0%,-4%,-3,7,3%,2,20
c1ccc2sc(Sc3ncnc4sccc34)nc2c1,-2,0.2%,-13%,-1%,-1,4,-2%,-16,1
COc1ccccc1N1CCN(C(=O)CSc2nc(C)c(Cc3ccccc3)c(=O)[nH]2)CC1,-1,0.4%,0%,-3%,1,1,12%,4,8
Cn1c(SCc2nc3cc(C(=O)O)ccc3c(=O)[nH]2)nnc1C(F)(F)F,-10,2.6%,0%,-3%,-7,7,0%,-10,1

# Sorted by number of heavy atoms (low to high): some entries from above
SMILES,D1 antagonist,RXFP1 ag,Vif-APOBEC3G blk,GRP78 ERSR act,D1 PAM,D2 potentiator,Vif-A3F inh,RXFP1 antag,D1 agonist
Nc1nc(Nc2ccccc2)n[nH]1,-6,7.2%,-6%,1%,0,14,-2%,-6,3
CCN1CCN(CCOc2cccc(Cl)c2Cl)CC1,0,0.8%,0%,-4%,-3,7,3%,2,20
CCOC(=O)/C(N=Nc1ccc2c(c1)OCO2)=C(\C)O,-19,3.2%,-2%,-2%,20,119*,-1%,-11,0
CCc1cc(=O)oc2cc(OC3CCCCC3=O)ccc12 (stereo not drawn),-2,3.8%,3%,2%,0,6,0%,-3,0
C=C(C)C1CC=C(C)/C(=N\NC(=O)CCc2ccccc2)C1 (stereo not drawn),17,-0.3%,0%,-4%,4,4,-9%,0,3
CCN(CC)CC#CCC(C)(c1ccccc1)c1ccccc1,4,-1.0%,4%,1%,0,-22,-5%,5,8
CC(C)CCNC(=O)C1CCC(CNS(=O)(=O)c2ccc(Cl)cc2)CC1 (stereo not drawn),-10,0.8%,-9%,-4%,2,4,7%,-12,4
CN(Cc1ccc(F)cc1)C(=O)c1cccc(OC2CCN(C3CCCC3)CC2)c1,4,0.4%,-5%,-3%,-1,-11,0%,4,4
CN(CC(=O)Nc1c(Cl)cccc1Cl)C(=O)Cc1ccc(S(=O)(=O)N2CCOCC2)s1,-28,-0.2%,-4%,-5%,-7,-1,3%,-6,1
CCOC(=O)c1ccc(NC(=O)c2cn(-c3ccccc3)nc2-c2ccc(Br)cc2)cc1,-5,-0.5%,4%,0%,7,-4,3%,·,2
CCCCn1c(N)c(N(CC(C)C)C(=O)C2CC(=O)N(CCc3ccccc3)C2)c(=O)[nH]c1=O (stereo not drawn),17,-0.3%,1%,-4%,0,0,2%,-7,2

# Next part.
SMILES,D1 antagonist,RXFP1 ag,Vif-APOBEC3G blk,GRP78 ERSR act,D1 PAM,D2 potentiator,Vif-A3F inh,RXFP1 antag,D1 agonist
Cc1ncc(C(O)c2ccccc2)n1Cc1ccccc1 (stereo not drawn),·,·,4%,-4%,·,·,0%,4,·
O=C(NCCN1CCN(c2ccccc2)CC1)C1CCN(S(=O)(=O)c2cccs2)CC1,5,-0.4%,0%,-3%,-7,·,3%,3,12
Cc1cccc(OCc2occc2C(=O)Nc2cccc(-n3cnnn3)c2)c1,-5,1.3%,0%,0%,2,-1,-15%,2,4
CCOc1ccccc1C(=O)N(Cc1ccc(N(C)C)cc1)Cc1ccco1,8,0.2%,·,·,1,-3,·,7,-1
CC(=O)c1sc(=S)n(-c2ccccc2)c1C,5,1.5%,-6%,-2%,0,0,0%,2,0
CCn1ncc(/C=N\NC(=O)c2cc(-c3ccc(C)cc3C)nc3ccccc23)c1C,-3,0.5%,-7%,-6%,-6,-1,4%,5,2
Cc1ccccc1Nc1nnc(SCC(=O)N(C)C2CCS(=O)(=O)C2)s1 (stereo not drawn),4,1.7%,-1%,-5%,4,-11,-1%,3,1
CCC(=O)N1CCc2cc(S(=O)(=O)NCCC(=O)N3CCN(c4ccccn4)CC3)ccc21,-9,-1.2%,2%,-1%,-5,39*,-3%,-3,0

# Assay outcomes: PubChem BioAssay, National Center for Advancing Translational Sciences (NCATS)
